4-MU autofl: 4-MU region autofluorescence | compound autofluorescence, 340/450 nm, 4-MU equivalents; hits give high values | max dye-equivalent concentration, M | hit rate 11% among 59,000 | AID 589; in the data active = max dye-equivalent concentration above about 10 nM; inconclusive = mostly about 1.1 nM to 9.6 nM
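Compounds in 100 mM Tris, pH 8.0, sat 15 min at room temperature before fluorescence was read at 340 nm excitation/450 nm emission; a per-plate six-point 4-MU standard curve converted signals to dye-equivalent concentration at each compound concentration.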
Rhodamine fluor: compound fluoresces in the rhodamine spectral region; Rhodamine-region fluorescence, 547/598 nm, Tris buffer; hits give high values; max dye-equivalent concentration, M; hit rate 0.05% among 59,000; in the data active = max dye-equivalent concentration above about 11 nM; inconclusive = between about 1.1 nM and that limit
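Intensities are converted to rhodamine-equivalent concentration using a six-point rhodamine standard on each plate. Compounds sit 15 min at room temperature in 100 mM Tris buffer, pH 8.0; read uses the 547/598 nm excitation/emission pair.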
HADH2 inh: blocks human hydroxyacyl-CoA dehydrogenase type II; Potency, µM (series often up to 57.1 µM), for inactives: at the highest dose activity change, negative = inhibition, most hits filed as inhibitors; hit rate 3.4% among 73,000; recombinant HADH2, NADH fluorescence, beta-hydroxybutyryl-CoA; AID 886; Q99714; also: potency is read from the fitted curve at half-maximal effect; % is scaled to controls: 0 for no effect and ±100 for the full control effect; nearly all actives have a fitted effect of over 60% in size; many of its hits are not listed in these tables
Target sequence (Q99714 whole entry, looked up, one chain of several): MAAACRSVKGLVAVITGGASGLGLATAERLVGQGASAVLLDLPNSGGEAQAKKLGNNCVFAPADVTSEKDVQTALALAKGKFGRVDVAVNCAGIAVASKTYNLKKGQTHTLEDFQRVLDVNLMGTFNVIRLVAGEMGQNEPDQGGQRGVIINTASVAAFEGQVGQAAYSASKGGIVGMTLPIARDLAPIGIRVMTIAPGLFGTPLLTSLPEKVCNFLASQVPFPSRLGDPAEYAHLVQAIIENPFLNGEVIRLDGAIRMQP
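NADH fluorescence (ex 360/em 450 nm) read every 30 s for 4 min; activity taken as last-minus-first time point difference. Enzyme 20 nM, NAD+ 1 mM, beta-hydroxybutyryl-CoA 90 uM, pH 9.0 Tris buffer.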
Pol III holo inh: inhibitors of bacterial DNA polymerase III holoenzyme; reconstituted DNA polymerase III holoenzyme replication, biochemical; Potency, µM (titrated, usually from 57.1 µM), for the others: at the top dose activity change, negative = inhibition; hit rate 0.25% among 71,000; AID 603; also: potency is read from the fitted curve at half-maximal effect; % is scaled to controls: 0 for no effect and ±100 for the full control effect
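Reconstituted *E. coli* holoenzyme (0.35 nM Pol III, 1 nM beta, 154 nM SSB, 2 nM primase) was preincubated with compound for 15 min at RT. Synthesis on 1.4 nM ssM13Gori ran 35 min, then was stopped with PicoGreen/EDTA and read as dsDNA fluorescence.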
ALOX15 inhib: 15-hLO (ALOX15) enzyme inhibition. hit rate 1.4% among 74,000. P16050. AID 887. Potency, µM (series often up to 57.1 µM), for inactives: at the highest dose activity change, negative = inhibition, actives largely listed as inhibitors. purified 15hLO-1, xylenol orange hydroperoxide absorbance; also: potency is read from the fitted curve at half-maximal effect; % is scaled to controls: 0 for no effect and ±100 for the full control effect; nearly all actives have a fitted effect of over 55% in size
Target sequence (P16050 whole entry, looked up): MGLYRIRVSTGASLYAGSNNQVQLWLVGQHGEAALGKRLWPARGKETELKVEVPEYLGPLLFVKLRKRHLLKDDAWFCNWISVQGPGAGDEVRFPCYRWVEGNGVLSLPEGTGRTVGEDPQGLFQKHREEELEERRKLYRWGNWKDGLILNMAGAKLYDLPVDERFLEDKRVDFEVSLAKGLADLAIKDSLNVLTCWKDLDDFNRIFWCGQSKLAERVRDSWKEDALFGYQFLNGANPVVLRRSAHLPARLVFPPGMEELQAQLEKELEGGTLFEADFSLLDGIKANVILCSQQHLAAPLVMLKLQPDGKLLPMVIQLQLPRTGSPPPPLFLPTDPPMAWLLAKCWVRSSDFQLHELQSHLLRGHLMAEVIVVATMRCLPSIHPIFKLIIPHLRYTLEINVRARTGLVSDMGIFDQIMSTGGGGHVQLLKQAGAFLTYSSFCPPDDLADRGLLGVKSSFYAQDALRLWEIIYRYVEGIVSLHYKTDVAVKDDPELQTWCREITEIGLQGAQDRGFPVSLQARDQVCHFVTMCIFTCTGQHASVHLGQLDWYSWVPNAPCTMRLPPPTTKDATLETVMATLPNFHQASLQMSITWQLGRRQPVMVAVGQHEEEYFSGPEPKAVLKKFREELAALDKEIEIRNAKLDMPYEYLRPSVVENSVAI
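40 nM 15hLO-1 + cpd, 15 min RT; start w/ 50 uM AA (final), 6 min RT; stop/detect w/ 200 uM XO + 300 uM Fe(II) in 50 mM H2SO4, 30 min; A573/A405. Buffer 25 mM Hepes pH 7.5, 0.01% Triton X-100. No-enzyme wells as negative control.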
Fluorescein autfl: compound autofluorescence in fluorescein spectral region; Compound autofluorescence, 480/540 nm, fluorescein-equivalent; hits give high values; max fluorescein-equivalent concentration, M; hit rate 0.91% among 59,000; in the data active = max fluorescein-equivalent concentration above about 10 nM; inconclusive = between about 1.1 nM and that limit
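Each compound is tested across a concentration series in 100 mM Tris buffer at pH 8.0. After 15 min at room temperature, plates are imaged with 480 nm excitation and 540 nm emission filters, and intensities are converted to fluorescein-equivalent values.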
Hsp90 Hop PPI: changes Hsp90-Hop TPR2A binding signal, up or down; AlphaScreen TPR2A-His6 binding biotin-Hsp90 C-terminal peptide; Potency, µM (doses to about 57 µM), inactives show at the highest dose activity change, negative = inhibition; hit rate 0.44% among 71,000; AID 595; active = well fitted curve in either direction with a large enough effect; inconclusive = small, poorly fitted or top-dose-only effect, or another doubt; also: potency is read from the fitted curve at half-maximal effect; % is scaled to controls: 0 for no effect and ±100 for the full control effect; many of its hits are not listed in these tables
Ub-GFP proteasome: proteasome inhibitors stabilizing ubiquitin-GFP reporter | Ubiquitin-GFP reporter cells, proteasome inhibition, GFP fluorescence; response scale: untreated = 0%, 10 µM MG-132 = 100% | Potency, µM (top dose mostly 45.9 µM), without a hit: at the top dose activation (GFP accumulation), actives largely listed as activators | 67,000 tested, under 10 active | AID 526; active = well fitted activation curve with a large enough effect, not every such curve was filed as active; inconclusive = small, poorly fitted or top-dose-only effect, or another doubt; inactive = no such curve, though single readings can be large or run the other way; also: potency is read from the fitted curve at half-maximal effect
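U2OS cells expressing ubiquitin(G76V)-GFP, seeded overnight in 0.5% FBS medium, then treated 4 hr at 37 C across 46 uM to 2.9 nM. GFP-positive cells counted by laser cytometry (488 ex/515 em); %activity scaled between basal and 10 uM MG-132.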
HBB splice mod: modulators of hemoglobin beta chain splicing. HBB splicing reporter cell assay, activation; EGFP reporter with mutant IVS2-654 intron; response scale: normalised to 500 nM splice-correcting PNA. Potency, µM (doses to about 46.1 µM), inactives show top-dose activation, actives largely listed as activators. hit rate 0.06% among 65,000. AID 925; also: potency is read from the fitted curve at half-maximal effect; 0% is about no effect
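HeLa cells stably expressing EGFP interrupted by mutant beta-globin intron 2 (IVS2-654), 500/well in 2% FCS. Treated with compound for 2 days at 37C. Splicing correction scored as total well GFP intensity (488 nm excitation, 500-520 nm emission); 500 nM antisense PNA served as control.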
Epigenetic mod: epigenetic GFP locus derepression in mouse cells. hit rate 0.09% among 68,000. Potency, µM (titrated, usually from 46.1 µM), inactives show top-dose GFP derepression (activation). mouse C127i GFP locus derepression, cytometry, 30 h; also: % of control where 0% means no effect
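Derepression screen: silenced CMV-GFP reporter in murine C127i cells, 30 h compound incubation at 37 C, washed cells imaged by laser-scanning cytometer to enumerate GFP-expressing objects of 20 to 120 um.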
Texas Red fluor: Texas Red region autofluorescence. Compound fluorescence, Texas Red channel, 547/618 nm; hits give high values. max dye-equivalent concentration, M. hit rate 0.06% among 59,000; in the data active = max dye-equivalent concentration above about 10 nM; inconclusive = between about 1.1 nM and that limit
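Fluorescence at ex 547/em 618 nm, normalized against an on-plate Texas Red standard series to give dye-equivalent concentration per compound concentration. Buffer 100 mM Tris, pH 8.0; 15 min RT incubation before CCD imaging.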
Starred values were filed as active, the others as inactive; i = inactive; ? = inconclusive; / = no result given; [ ] = dose if it differs, or a comment. Unless noted, calls follow the shape of the dose curve; as a rule, active = well fitted curve in the direction sought with a large enough effect; inconclusive = small, poorly fitted or top-dose-only effect, or another doubt; inactive = no such curve, though single readings can be large; an effect the other way counts as inactive or inconclusive. A portion of the library; count on the stated rates, not on these rows.

SMILES	4-MU autofl	Rhodamine fluor	HADH2 inh	Pol III holo inh	ALOX15 inhib	Fluorescein autfl	Hsp90 Hop PPI	Ub-GFP proteasome	HBB splice mod	Epigenetic mod	Texas Red fluor
Cc1noc(/C=C/N(C)C)c1S(=O)(=O)N1CCCC(C(=O)N2CCCCC2)C1 (stereo unspecified)	/	/	-15%	-7%	1%	/	-10%	6%	0.3%	-4%	/
CCOc1ccc(C(=O)NCc2ccncc2)cc1OCC	/	/	-3%	3%	1%	/	-2%	10%	-3.5%	4%	/
O=C(CCN1C(=O)CSC1=O)Nc1ccccc1	i	i	-8%	-6%	8%	i	-1%	1%	-0.3%[57.5 µM]	0%	i
O=C(c1ccco1)N1CCC(c2nc(-c3ccccc3Cl)no2)CC1	i	i	-8%	2%	2%	i	-1%	0%	0.1%[57.5 µM]	8%	i
COCCn1c(=O)c(-c2cccs2)nc2cnc(N3CCN(C)CC3)nc21	1.4e-08M*	i	16%	-6%	5%	i	2%	2%	0.1%	-3%[9.22 µM]	i
CCOC(=O)CC(=O)CSc1nc2c(cc1C#N)CCCCCC2	1.6e-08M*	i	/	/	/	?	/	/	/	4%[20.6 µM]	i
COc1ccccc1N1CCN(C(=O)CSc2ccc3c(C)cc(C)nc3n2)CC1	i	i	7%	-7%	-7%	i	-6%	-1%	/	-1%	i
CCc1ccc(N/C(SC)=C(/C#N)C(N)=O)cc1	i	i	1%	2%	-7%	?	-5%	/	2.8%[0.369 µM]	-2%	i
O=C(OCCNC(=O)c1cc2ccccc2oc1=O)c1cccnc1	1.9e-08M*	i	?	-2%	-1%	i	1%	-11%	-1.0%	0%	i
O=C(O)CSc1nnc(CNc2ccc(Cl)cc2)n1Cc1ccccc1	i	i	-5%	-9%	0%	i	-3%	-4%	/	-2%	?
O=C(CN1CCN(c2ccccc2F)CC1)Nc1ccccc1F	?	i	?	-3%	9%	i	14%	-4%	5.9%	-2%	i
O=C1c2ccccc2C2NC(=O)C3(CCCCC3)N12 (stereo unspecified)	i	i	8%	-3%	9%	?	-2%	3%	3.7%	3%	i
CCOC(=O)C1CCCN(CCC(=O)Nc2cccc(F)c2)C1 (stereo unspecified)	i	i	2%	2%	11%	i	5%	-2%	/	1%	i
Cc1ccc(O)c(-c2cc3ccccc3[nH]2)c1	/	/	3.2µM*	-1%[11.4 µM]	?	/	-13%[11 µM]	12%[9.17 µM]	-0.8%[0.0738 µM]	3%	/
Cc1ccc(N(C(C)C(=O)Nc2ccccc2C(=O)N2CCOCC2)S(C)(=O)=O)cc1C (stereo unspecified)	?	i	5%	-2%	1%	i	-1%	-3%	0.6%	-6%	?

Ordered by the number under HADH2 inh (highest first): 3 from the list above.
canonical_smiles	HADH2 inh
COCCn1c(=O)c(-c2cccs2)nc2cnc(N3CCN(C)CC3)nc21	16%
Cc1ccc(N(C(C)C(=O)Nc2ccccc2C(=O)N2CCOCC2)S(C)(=O)=O)cc1C (stereo unspecified)	5%
CCc1ccc(N/C(SC)=C(/C#N)C(N)=O)cc1	1%

Later entries
SMILES	4-MU autofl	Rhodamine fluor	HADH2 inh	Pol III holo inh	ALOX15 inhib	Fluorescein autfl	Hsp90 Hop PPI	Ub-GFP proteasome	HBB splice mod	Epigenetic mod	Texas Red fluor
CC(C)(C)n1nnnc1C(c1cc2cc3c(cc2[nH]c1=O)OCCO3)N1CCSCC1 (stereo unspecified)	2.6e-07M*	i	-13%	-2%	-6%	i	-2%	-2%	/	0%	i
N#Cc1cccc(CSc2nnc(CCCO)n2-c2ccccc2)c1	/	/	10%	-11%	5%	/	0%	12%	2.7%	2%	/
O=C(Nc1cc(C(F)(F)F)ccc1N1CCCC1)c1ccc2c(c1)OCO2	i	i	-16%	2%	-15%	?	-2%	6%	-0.6%	0%	?
CCOC(=O)c1cc(C)n(Cc2ccccc2)c1C	i	i	10%	-2%	1%	i	6%	-3%	-0.7%	3%	?
CCCN1/C(=C(/C#N)C2=NS(=O)(=O)c3ccccc32)N(C)c2ccccc21	i	i	-7%	5%	7%	i	-1%	7%	-0.1%[57.5 µM]	4%	?
C=CCn1c(SCC(=O)Nc2ccc3c(c2)OCO3)nnc1-c1ccccc1	i	i	5%	-3%	0%	i	-6%	-4%	0.8%[1.84 µM]	6%	?
FC(F)(F)c1nnc2sc(-c3ccco3)nn12	i	i	3%	-7%	0%	i	-2%	-4%	-1.5%[57.5 µM]	0%	i
C[C@@H](Nc1nc(-c2ccccc2)nc2c1oc1ccccc12)C(=O)O	i	i	58%[activator]	4%	3%	i	?	-3%	-2.8%[57.5 µM]	-2%	i
N=C1C(c2nc3ccccc3s2)=C(O)CN1CCCO	i	i	1%	-11%	5%	i	-5%	-2%	-1.1%	0%	i
Cc1nc2ccccc2c2c1C(=O)N(C(C)C)C2=O	?	i	29%	-3%	-3%	i	-10%	1%	0.4%	2%	i
COc1ccc(Nc2nc3ccccc3nc2C)cc1	/	/	3%	-4%	-14%	/	4%	-11%	0.2%[9.22 µM]	0%	/
O=C(Nc1c(Cl)cc(Cl)cc1C(=O)NCC1CCCO1)c1ccco1 (stereo unspecified)	i	i	23%	-11%	3%	i	-1%	-1%	-0.4%[57.5 µM]	-2%	i
O=C(Cn1nnc(-c2ccccc2)n1)N1CCN(S(=O)(=O)c2ccc(Cl)cc2)CC1	i	i	16%	-3%	0%	?	-4%	1%	-2.4%	1%	i
O=c1c2oc3ccccc3c2ncn1Cc1ccccc1Cl	i	i	0%	-1%	1%	?	0%	0%	-3.3%[0.369 µM]	3%	?
CCOC(=O)C1CCCN(Cc2nc(N)nc(Nc3ccccc3OC)n2)C1 (stereo unspecified)	/	/	?	-5%	21%	/	-10%	0%	0.1%	-2%	/
CC(C(=O)N1CCCCC1)N1C(=O)c2ccccc2C1=O (stereo unspecified)	i	i	/	/	/	?	/	/	/	-4%[20.6 µM]	i
COc1ccc(CCNC(=O)CNCC2CCCO2)cc1OC (stereo unspecified)	i	i	-17%	-2%	8%	?	-1%	0%	/	0%	i
Clc1ccccc1CSc1nnc(-c2ccccn2)n1Cc1ccco1	i	i	9%	2%	-13%	i	-10%	-4%	-1.3%	3%	i
CCN(Cc1ccccc1)C(=O)CCCOc1ccccc1	/	/	-1%[11.4 µM]	-2%[11.4 µM]	4µM*	/	?	-12%[9.17 µM]	-1.3%[0.0738 µM]	-5%	/
CCCSC1=N/C(=C\C=C\c2ccco2)C(=O)S1	/	/	5µM*	1.3µM*	2.5µM*	/	-27%	-6%	-4.2%	2%	/
CC(=O)Nc1cccc(N(C)S(C)(=O)=O)c1	i	i	2%	-2%	6%	i	0%	-1%	-1.1%	3%	i
O=C(c1ccc2c(c1)OCO2)[C@@H]1[C@@H]2C(=O)N(C3CCCCC3)C(=O)[C@@H]2C2c3ccccc3C=CN21 (stereo partly specified)	i	i	18%	-5%	16µM*	?	-18%	1%	2.3%[57.5 µM]	2%	i
CCOC(=O)Nc1ccccc1N1C(=O)c2ccccc2C1=O	i	i	1%	-5%	-24%	?	1%	0%	-2.8%	17%	?
Cc1ccc2oc(=O)c3cnn(CC(=O)N4CCCCC4C)c3c2c1 (stereo unspecified)	/	/	-5%	-5%	4%	/	-6%	0%	-0.5%	0%	/
NC(=O)c1ccc(-n2nnnc2SCc2ccc(F)cc2)cc1	i	i	5%	-1%	3%	?	0%	0%	7.3%[1.84 µM]	-2%	?
O=C(NCc1cccnc1)NC1(c2ccccc2)CC1	/	/	-1%	-13%	5%	/	0%	0%	-0.1%	0%	/
CCC(=O)N1CCc2cc(S(=O)(=O)CCC(=O)O)ccc21	i	i	-2%	-3%	2%	i	-4%	2%	3.3%	0%	i
Cc1c(NC(=O)c2cccc(F)c2)c(=O)n(-c2ccccc2)n1C	i	i	1%	1%	-4%	i	-24%	2%	-1.5%	4%	i
CCC1=C/C(=C\c2ccc3c(c2)OCO3)C(=O)S1	i	i	32µM*	-2%	25µM*	i	-5%	17%	-1.6%	4%	i
Cc1ccccc1OCCNC(=O)CNC(=O)c1ccccc1O	1.5e-08M*	i	-10%	0%	-1%	?	-1%	-5%	1.7%	4%	?
O=C(Cn1cc2c(n1)CCCC2)N1CCCc2ccccc21	/	/	4%	-3%	25µM*	/	-12%	13%	-0.3%	-2%	/
CCc1ccc2c(c1)[C@]1(C(=O)N2)[C@@H]2C(=O)N(Cc3ccccc3)C(=O)[C@@H]2[C@@H]2CCCN21	i	i	-3%	-4%	-9%	i	-10%	-7%	-1.7%[1.84 µM]	-2%	?
O=C(NCCCn1ccnc1)c1cn(-c2ccccc2)nc1-c1ccc(F)cc1	i	i	-6%	-2%	33%[activator]	i	-11%	0%	-0.7%	-1%	?

Screening results deposited in PubChem BioAssay by National Center for Advancing Translational Sciences (NCATS).
